# Assay outcomes deposited in PubChem by Broad Institute.
# DENV2 CPE rescue: inhibitors of DENV2 cytopathic effect, primary screen, cell-based, plate reader, single concentration | DENV2-infected cells, cytopathic effect rescue | CPE inhibition, % at 9.99 µM | AID 651640, 2012 | 350,000 compounds, 1.7% hits; in the data active = CPE inhibition above about 20%, passing the limit was not always enough; inconclusive = no clear call, values can overlap the other calls; tested in BHK-21 cells;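 note: 0% = median of neutral control wells and 100% = median of positive control wells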
# INS-1E GSIS act: GLuc luminescence reporter in INS-1E cells, primary screen for activators of glucose-dependent secretion of insulin; INS-1E GLuc reporter insulin secretion, 2-3 h; activation, % at 16.6 µM; 370,000 compounds, 0.61% hits; AID 743287, 2014;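 active = lowest replicate activation of at least 40%, so every replicate reaches that level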;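 note: 0% = median of neutral control wells and 100% = median of IBMX positive control wells; some compounds called inactive have numbers as strong as hits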
# CASP6 VEID inh: human caspase-6 inhibitors, primary screen, biochemical, VEID-R110 fluorescence, single point, set 2. purified caspase-6, Z-VEID-R110 cleavage fluorescence. AID 686996, 2013. inhibition, % at 12.5 µM. 350,000 compounds, 0.53% hits;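 active = mean inhibition across replicates at least about 35%, with every replicate also reaching that limit, limit read from the data; inconclusive = only one of the two criteria met; inactive = neither criterion met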;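 note: 0% = median of neutral control wells and 100% = no fluorescence left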
# Target sequence (P55212 24-179 limits assumed): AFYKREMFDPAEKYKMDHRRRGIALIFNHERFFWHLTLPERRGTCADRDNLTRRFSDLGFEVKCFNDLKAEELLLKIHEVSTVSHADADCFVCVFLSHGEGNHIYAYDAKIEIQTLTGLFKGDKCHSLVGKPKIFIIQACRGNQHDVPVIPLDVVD
# Target sequence (P55212 194-293 limits assumed): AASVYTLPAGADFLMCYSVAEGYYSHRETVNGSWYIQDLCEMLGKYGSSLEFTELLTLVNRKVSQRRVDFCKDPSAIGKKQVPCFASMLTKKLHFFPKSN
# CFTR F508del cor: F508del CFTR correction, initial screen, CFBE line, single point | AID 720511, 2013 | 350,000 compounds, 0.36% hits | activity (quench increase), % at 7.58 µM | CFBE cells, YFP halide quenching; stimulated with forskolin plus potentiator P3; % fluorescence drop versus neutral controls;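 active = mean added fluorescence quench of at least 8% versus neutral control, with both replicates also reaching 8%; inconclusive = only one of the mean or replicate conditions met; inactive = mean below 8% and not both replicates reaching 8%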;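 note: cells transiently co-express mutant CFTR-F508del with the halide-sensitive YFP; corrector assay measuring rescue of mutant channel to the surface after 24 h compound exposure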
# E-selectin induc: E-selectin induction in HUVECs, primary screen, imaging, HUVEC, immunofluorescence imaging, single point; P16581; normalized: neutral wells 0, TNF-alpha wells 100; activation, % at 7.58 µM; 260,000 compounds, 0.37% hits;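 active = mean E-selectin-positive cell signal at least 10% of the positive control, reached in at least 60% of replicates, without over 20% cell loss; inconclusive = no rule given, readout overlaps actives, possibly toxicity-flagged; inactive = the rest, including those meeting only one limit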;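 note: in these data hits start at about 27%; measured in HUVEC primary endothelial cells; signal is the percent of cells scored E-selectin positive by PE staining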
#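 Test system: HUVEC | Signal: Immunofluorescence imaging | Read-out: Percent E-selectin-positive cells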
# Xi reactivation: activators of inactive X chromosome reactivation, primary screen, imaging, XiGFP fibroblasts, GFP high-content imaging, set 2; XiGFP mouse fibroblasts, % GFP-positive cells imaging, 3 d; cells co-treated with 5-aza-dC sensitizer; scaled so ellipticine positive control = 100%; activation, % at 7.58 µM; 360,000 compounds, 0.055% hits;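 active = mean normalized replicate activation at least 10% and every replicate at or above 10%; inconclusive = only one of the two criteria met; inactive = mean below 10% and not all replicates reach 10%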;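 note: 0% = median of on-plate neutral control wells and 100% = ellipticine 6 µM median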
#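 Schedule: 3 d treatment, 15 min room-temperature fixation; system: 68-5-11 XiGFP fibroblast line; buffer or medium: DMEM plus 5-aza-dC sensitizer; control set: ellipticine 6 µM positive control; compound: one concentration, pinned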
# RAD52 anneal inh: RAD52 DNA annealing inhibitors, primary screen, biochemical, FRET, single point, set 2; AID 651710, 2012; recombinant RAD52 DNA annealing, FRET fluorescence; inhibition, % at 18.7 µM; 360,000 compounds, 0.46% hits;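 active = every replicate showing at least 50% inhibition; inconclusive = mean inhibition at least 50% but not in every replicate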
# RAD54 branch: inhibitors of human RAD54 branch migration, primary screen, biochemical, fluorescence, single point; RAD54 Holliday junction branch migration, FAM/BHQ fluorescence; inhibition, % at 10.4 µM; AID 602329, 2012; 360,000 compounds, 0.14% hits; DNA repair and recombination protein RAD54-like (Homo sapiens), Q92698;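 active = mean normalized replicate activity at least 40 and at least half of replicates scoring 40 or more; inconclusive = only one of the two criteria met; inactive = mean below 40 and under half of replicates reaching 40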;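 note: 0% = median of neutral control wells and 100% = median of positive control wells; inhibitors cause a drop in the FAM fluorescence signal; in these data hits start at about 50%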
# Target sequence (Q92698 whole entry, looked up): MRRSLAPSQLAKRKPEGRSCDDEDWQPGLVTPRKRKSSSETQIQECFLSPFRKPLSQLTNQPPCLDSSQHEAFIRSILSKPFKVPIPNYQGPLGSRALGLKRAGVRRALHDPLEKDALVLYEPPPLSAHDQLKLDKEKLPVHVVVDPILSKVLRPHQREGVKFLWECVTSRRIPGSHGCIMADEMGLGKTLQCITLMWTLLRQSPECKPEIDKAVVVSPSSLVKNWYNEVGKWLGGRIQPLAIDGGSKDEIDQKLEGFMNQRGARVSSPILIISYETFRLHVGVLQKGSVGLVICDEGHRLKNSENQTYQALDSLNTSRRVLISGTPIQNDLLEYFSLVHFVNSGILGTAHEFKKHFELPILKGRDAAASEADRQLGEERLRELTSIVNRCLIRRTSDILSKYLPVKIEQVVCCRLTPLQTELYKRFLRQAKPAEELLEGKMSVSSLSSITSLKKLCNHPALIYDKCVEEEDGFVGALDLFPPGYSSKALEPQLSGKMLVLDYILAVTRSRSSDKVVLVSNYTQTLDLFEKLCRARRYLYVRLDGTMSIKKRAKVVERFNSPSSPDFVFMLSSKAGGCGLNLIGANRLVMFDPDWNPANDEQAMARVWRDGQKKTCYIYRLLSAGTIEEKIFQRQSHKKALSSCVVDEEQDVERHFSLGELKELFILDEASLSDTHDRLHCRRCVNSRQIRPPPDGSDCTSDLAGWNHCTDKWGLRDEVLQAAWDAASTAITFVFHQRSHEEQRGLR
# Active calls of the source: *; ? = inconclusive; . = not tested or not shown; & = joins results of further samples.
# Values run as follows: DENV2 CPE rescue | INS-1E GSIS act | CASP6 VEID inh | CFTR F508del cor | E-selectin induc | Xi reactivation | RAD52 anneal inh | RAD54 branch
> C[C@H]1CN([C@@H](C)CO)C(=O)Cc2cc(NC(=O)Cn3cnnn3)ccc2O[C@@H]1CN(C)Cc1ccc(C(=O)O)cc1
  7 | 18 | -1 | -4.3 | -3.0 | -1.2 | 7 | 3
> O=C(C[C@H]1C[C@H]2c3cc(NC(=O)NC4CCCC4)ccc3O[C@H]2[C@@H](CO)O1)NCc1ccccn1
  -7 | -1 | -4 | 0.4 | 0.0 | 0.0 | 6 | .
> CC(=O)NC(=S)Nc1ccccc1N1CCN(C(=O)c2ccccc2)CC1
  -1 | 6 | 2 | 3.7 | . | 0.3 | -8 | 4
> COc1ccc([N+](=O)[O-])cc1NC(=O)c1ccc(Br)s1
  0 | -7 | -2 | 1.2 | 1.0 | 0.0 | -6 | -5
> Cc1onc(-c2ccccc2Cl)c1C(=O)OCc1cnc(Cl)s1
  -3 | 10 | -1 | 1.5 | . | 0.0 | -3 | -4
> COc1ccc(N(CC(=O)Nc2ccc(C)cc2C)S(=O)(=O)c2c(C)n[nH]c2C)cc1
  14 | . | 1 | -0.6 | . | 0.3 | -2 | 5
> CN(C)CCNc1ncnc2c1cnn2-c1ccc(Cl)cc1
  40* | -9 | -9 | 1.1 | 0.1 | 0.4 | -45 | 9
> Nn1c(Cc2cccc3ccccc23)nnc1SCC(=O)N1CC(=O)Nc2ccccc21
  . | -21 | 1 | . | . | . | 11 | -10
> C[C@@H]1CN([C@@H](C)CO)C(=O)c2c(c3ccccc3n2C)-c2ccccc2CO[C@@H]1CN(C)C(=O)Nc1cccc(C(F)(F)F)c1
  -14 | -25 | 1 | 1.9 | -4.2 | 1.0 | 8 | .
> O=C(CNCc1ccc(Cl)cc1)NCc1ccco1
  -1 | -5 | -5 | . | -0.7 | 0.0 | -13 | 2
> O=C(C1CCCC1)N1C[C@H]2[C@@H](c3ccccc31)[C@@H](CO)N2C(=O)Nc1cccc(F)c1
  -4 | -18 | 1 | 0.7 | 0.3 | 0.1 | 5 | 16
> COc1ccccc1NC(=O)C(=O)Nc1ccccn1
  -1 | -8 | 1 | -0.9 | . | . | 3 | -6
> C/C=C/c1ccc([C@H]2[C@@H](CO)N(C(C)=O)[C@@H]2CN(CC)C(=O)CN(C)C)cc1
  -6 | -3 | -9 | 2.0 | -0.1 | 0.2 | -8 | 0
> Cc1cc(S(=O)(=O)NCCCn2ccnc2)c(C)cc1Cl
  -3 | 3 | -10 | 3.3 | 0.5 | 0.2 | 3 | -4
> CCN(c1cccc2ccccc12)S(=O)(=O)c1cccs1
  -5 | -47 | -1 | 1.9 | -1.0 | -0.1 | -16 | 3
> O=C(c1cccc([N+](=O)[O-])c1)N1CCN(C/C=C/c2ccccc2)CC1
  -1 | . | 0 | -0.7 | 2.4 | 0.2 | -17 | .
> CCOc1ccccc1CN1CCNC(=O)C1CC(=O)N(C)CCc1cnn(C)c1 (configuration not stated)
  6 | 1 | -2 | 0.7 | . | 0.0 | -38 | 5
> S=C(N/N=C/c1cccc2ccccc12)Nc1cccc(Cl)c1
  0 | 6 | 1 | 0.3 | . | 0.8 | -6 | 6
> CCCc1[nH]n(-c2ccc([N+](=O)[O-])cc2)c(=O)c1C=NCCc1ccc(OC)c(OC)c1
  13 | -6 | -2 | 1.7 | 4.8 | 0.1 | -1 | .
> CC(=O)N1CCCCN2[C@H](CO)[C@@H](c3ccc(Br)cc3)[C@@H]2C1
  -2 | 17 | -1 | 0.4 | 0.0 | 0.0 | 0 | 4
> O=C(OCC(=O)N(CCc1ccccc1)Cc1ccccc1)c1ccccc1O
  2 | 8 | -4 | -1.7 | . | 0.1 | -9 | .
> CN(C)CCNC(=O)c1cccc(S(=O)(=O)Nc2ccccc2F)c1
  6 | -17 | 49* | 0.2 | . | 0.1 | 4 | .
> O=C(Cc1n[nH]c(=O)c2ccccc12)NCc1ccccc1
  -6 | -5 | -4 | 2.7 | . | 0.0 | -4 | -6
> COCC(=O)N1C[C@H](C)[C@H](OC)CN(C)C(=O)c2ccc(NC(=O)c3cnccn3)cc2OC[C@H]1C
  6 | 14 | 1 | -2.3 | -0.1 | 0.2 | -6 | .
> O=C(Cc1ccccc1)N1CC2(C1)[C@H](c1ccccc1)[C@H](CO)N2C(=O)Cc1ccccc1
  7 | 5 | 1 | -1.8 | -0.2 | 0.4 | -48 | .
> CN(C)CC#Cc1ccc([C@H]2[C@H]3CN(C(=O)CN(C)C)CCCCN3[C@H]2CO)cc1
  -1 | 12 | 5 | -0.8 | -0.1 | 0.2 | 57* | -18
> O=c1[nH]c(N2CCCCC2)nc2ncn(Cc3ccccc3)c12
  . | 2 | 2 | -3.7 | 0.2 | -0.2 | -6 | 5
> O=C(C1CCCC1)N1C[C@@H]2[C@H](c3ccccc31)[C@@H](CO)N2C(=O)c1ccccc1F
  18 | 2 | 2 | 0.1 | -0.1 | 0.1 | 13 | -8
> COc1ccc(CCNC(=O)[C@H](CCSC)NC(=O)N2CCn3c2nc2ccccc23)cc1OC
  -5 | 3 | -3 | -0.4 | . | 0.1 | -7 | 0
> OC[C@H]1OC(O)[C@H](O)[C@@H]1O (some centres not stated)
  7 | . | 3 | -1.9 | -0.3 | 0.0 | -5 | -5

# Part of the list above, as labelled records:
CC(=O)N1CCCCN2[C@H](CO)[C@@H](c3ccc(Br)cc3)[C@@H]2C1
  DENV2 CPE rescue: -2	INS-1E GSIS act: 17	CASP6 VEID inh: -1	CFTR F508del cor: 0.4	E-selectin induc: 0.0	Xi reactivation: 0.0	RAD52 anneal inh: 0	RAD54 branch: 4

COc1ccc(CCNC(=O)[C@H](CCSC)NC(=O)N2CCn3c2nc2ccccc23)cc1OC
  DENV2 CPE rescue: -5	INS-1E GSIS act: 3	CASP6 VEID inh: -3	CFTR F508del cor: -0.4	E-selectin induc: .	Xi reactivation: 0.1	RAD52 anneal inh: -7	RAD54 branch: 0

CN(C)CCNC(=O)c1cccc(S(=O)(=O)Nc2ccccc2F)c1
  DENV2 CPE rescue: 6	INS-1E GSIS act: -17	CASP6 VEID inh: 49*	CFTR F508del cor: 0.2	E-selectin induc: .	Xi reactivation: 0.1	RAD52 anneal inh: 4	RAD54 branch: .

# Other structures:
Structure	DENV2 CPE rescue	INS-1E GSIS act	CASP6 VEID inh	CFTR F508del cor	E-selectin induc	Xi reactivation	RAD52 anneal inh	RAD54 branch
Cc1ccccc1NC(=O)Cc1nc(COC(=O)c2cc([N+](=O)[O-])ccc2NCCO)cs1	-12	5	-1	0.0	-2.2	0.2	-5	-9
COCC(=O)Nc1ccc2c(c1)C(=O)N(C)C[C@H](OC)[C@@H](C)CN(CC1CC1)[C@H](C)CO2	2	-7	-11	1.2	0.0	-0.4	8	1
COc1ccc(-n2c(SCC(=O)N/N=C(\C)c3cccnc3)nc3ccccc3c2=O)cc1	-2	-11	-2	-1.7	.	0.0	-11	-4
CCC(=O)N(C)C[C@@H]1Oc2ncc(C#Cc3ccncc3)cc2C(=O)N([C@@H](C)CO)C[C@@H]1C	-2	1	-1	0.7	0.3	-1.3	-14	9
O=C(NC1CCS(=O)(=O)C1)c1ccc(S(=O)(=O)N2CCCCC2)cc1 (configuration not stated)	7	.	1	0.6	5.4	0.1	-10	6
O=C(NCCN1CCCC1)c1ccc(Cl)cc1Cl	1	7	-18	-2.1	.	0.2	-5	6
CC(=O)N(C)C[C@H]1Oc2ncc(-c3ccccc3F)cc2C(=O)N([C@H](C)CO)C[C@@H]1C	-12	6	-5	-0.5	-0.1	-0.7	-6	7
O=C(Oc1cccc(F)c1)c1ccc2c(=O)n3c(nc2c1)CCC3	?	-6	1	-1.0	-0.1	0.0	-7	6
COc1ccccc1-c1cnc2c(c1)C(=O)N([C@H](C)CO)C[C@H](C)[C@H](CN(C)CC1CCCC1)O2	2	-6	-5	-1.3	-0.2	-0.7	1	2
CO[C@@H]1CN(C)C(=O)c2cccc(C#N)c2OC[C@H]2O[C@@H](CC[C@H]2OC)CCN(C)C(=O)[C@H]1C	-3	-8	1	1.7	0.0	0.1	-9	-3
CCOP(=O)(OCC)c1ccc2ccc3ccccc3c(=O)c2c1	-7	7	2	5.7	0.0	0.0	-18	3
CCOC(=O)N1CCC(NC(=O)C2CCN(C(=O)c3cc4sccc4n3CC)CC2)CC1	3	7	-3	-0.7	1.6	-0.1	-5	-1
COCC#Cc1cnc2c(c1)C(=O)N([C@@H](C)CO)C[C@@H](C)[C@H](CN(C)C(=O)CCN1CCCCC1)O2	9	47	-4	0.6	-0.3	-0.3	-9	-6
CCc1ccccc1N(CC(=O)NCCc1ccccc1)C(=O)CCC(=O)Nc1ccccn1	0	-15	0	-0.3	0.5	0.0	0	-7
CN(C)CC#Cc1ccc([C@@H]2[C@H]3CN(CC4CC4)CCCCN3[C@H]2CO)cc1	-8	18	0	5.3	0.3	0.2	74*	-9
COc1ccccc1N1CN(CCc2ccccc2)CNC1=S	-2	-2	1	-0.2	.	0.0	-11	.
COc1cc(OC)cc(C(=O)NCC2CCCN(Cc3ccc(SC)cc3)C2)c1 (configuration not stated)	?	2	-2	2.5	0.0	0.1	-18	6
CCc1ccc([C@H]2[C@@H]3C(=O)C[C@@H]4C(=O)N(C)C(=O)[C@@H]4[C@@H]3CN2S(=O)(=O)c2ccc(C)cc2)cc1	20	-11	1	-3.1	0.8	.	5	-7
NS(=O)(=O)c1ccc(NC(=O)COC(=O)CCc2ccccc2)cc1	3	-9	-2	1.8	.	0.0	-6	7
CN1C(=O)c2cc(NC(=O)C3CCOCC3)ccc2OC[C@H]2O[C@H](CC(=O)NCC3CC3)CC[C@@H]21	-3	13	2	3.0	0.1	0.0	-11	-10
N#C/C(=C\c1ccc(N2CCOCC2)o1)C(=O)NCCc1ccccc1	?	-8	6	5.9	.	0.3	-147	.
C#CCOc1ccc2c(C)cc(=O)oc2c1	-18	.	0	0.0	-2.1	0.0	-19	2&-11
COc1ccc(NC(=O)C2(C)Cc3c(-c4ccccc4)ccnc3O2)cc1OC (configuration not stated)	4	-15	0	1.2	0.0	0.0	-2	2
COc1ccccc1-n1cnnc1SCC(=O)c1c[nH]c2ccccc12	-9	-1	.	0.4	0.1	0.2	-17	-1

# Compound profiles, as listed above.
# `COc1ccccc1-n1cnnc1SCC(=O)c1c[nH]c2ccccc12` is entered as DENV2 CPE rescue: -9; INS-1E GSIS act: -1; CASP6 VEID inh: .; CFTR F508del cor: 0.4; E-selectin induc: 0.1; Xi reactivation: 0.2; RAD52 anneal inh: -17; RAD54 branch: -1
# `C#CCOc1ccc2c(C)cc(=O)oc2c1` is entered as DENV2 CPE rescue: -18; INS-1E GSIS act: .; CASP6 VEID inh: 0; CFTR F508del cor: 0.0; E-selectin induc: -2.1; Xi reactivation: 0.0; RAD52 anneal inh: -19; RAD54 branch: 2&-11
